Bioassay records from PubChem.
RMI-FANCM inh: blocks RMI1/RMI2 complex binding to FANCM MM2 peptide; Fluorescence polarization, RMI core complex with F-MM2 peptide; active compounds read low; FP signal (polarization) at 33 µM; actives 0.58% (n = 70,000); in the data active means FP signal below about 40; further: inactives centre near 61; strong numbers were not always called active; unit not given here
* marks the source's active call; other numbers are inactive results; & = joins results of further samples.

SMILES	RMI-FANCM inh
O=C(O)CCn1ccnc1	56
CC12CCC(O)CC1=CCC1C2CCC2(C)/C(=N\NC(=O)CCC(=O)O)CCC12 (centres undefined)	59&61
O=C(CCc1ccccc1)NCC1CCN(Cc2cccs2)CC1	72
CCOc1ccc2[nH]c(=O)c(C=O)cc2c1	56
O=C(COc1ccccc1F)NCCOc1ccc2nnc(-c3ccccc3)n2n1	70
Cn1c(SCC(N)=O)nnc1-c1ccc(=O)n(C)c1	64
Cc1onc(-c2c(F)cccc2Cl)c1C(=O)Nc1nnc(C2CC2)s1	61
O=C(CSc1ncnc2c1nnn2Cc1ccc(F)cc1)Nc1cc(C(F)(F)F)ccc1Cl	63
COc1ccc(Cn2cnc(-c3ccccc3)cc2=O)cc1	60
CCOc1ccc(C(=O)Nc2cc(-c3cn4cccnc4n3)ccc2C)cc1	62
COc1ccc(Cl)cc1C(=O)NCCCn1nc(-c2ccc(F)cc2)ccc1=O	72
Cc1cc(C)cc(N2C(=O)C3N=NN(Cc4nc(-c5cccc(Cl)c5)oc4C)C3C2=O)c1 (centres undefined)	60
Cc1cccc(NC(=O)N2CCCC(c3nnc(-c4cccs4)o3)C2)c1 (centres undefined)	61
O=C(CCCS(=O)(=O)c1ccc(Cl)cc1)Nc1cccc([N+](=O)[O-])c1	53
COC(=O)Cn1c(=NC(=O)CN2C(=O)CCC2=O)sc2cc3c(cc21)OCCO3	67
O=C(/C=C/c1cccs1)Nc1nnc(-c2cccs2)o1	62
O=[N+]([O-])c1cc[n+]([O-])cc1/C=C/N1CCOCC1	39
Cc1cccc(C(=O)NCCn2ncc3c(=O)n(Cc4ccc(Cl)cc4)cnc32)c1	66
O=C(OCc1ccco1)c1cnc(Nc2ccc(OC(F)(F)F)cc2)nc1C(F)(F)F	64
O=S(=O)(NCCc1ccccc1)c1cccc(Cl)c1	57
O=C(CNC(=O)C1Cc2ccc(Cl)cc2C(=O)O1)c1cccs1 (centres undefined)	63
O=c1c2scc(-c3ccccc3)c2ncn1Cc1ccccc1F	65
Cc1ccccc1OCC(=O)NCC(c1ccc(N(C)C)cc1)N(C)C (centres undefined)	61
O=C(CC1CCCCN1S(=O)(=O)c1cccs1)Nc1ccccc1C(F)(F)F (centres undefined)	67
COc1ccc(-c2ccc(N3CCN(C(=O)C(C)Oc4cccc(F)c4)CC3)nn2)cc1 (centres undefined)	76
O=C(O)/C=C/c1ccc(-c2ccc(F)cc2F)o1	59
CCC(=O)[C@@]1(C)[C@H](C)C[C@H]2[C@@H]3CCC4=CC(=O)C=C[C@]4(C)[C@H]3[C@@H](O)C[C@@]21C	55
O=c1[nH]c(SCc2cccc(F)c2)nc2c1cnn2-c1cccc(Cl)c1	66
CCCC(=O)Nc1nc2c(CC)cccc2s1	72
Cc1ccc(N2C(=O)N(Cc3ccc(Br)cc3F)c3ccccc3S2(=O)=O)cc1C	61
CCOc1ccc(-c2cc(=O)n(CC(=O)NCc3cccnc3)cn2)cc1	64
CCCc1cc(=O)n(CC(=O)Nc2cccc(F)c2)cn1	68
Cc1ccc(S(=O)(=O)Nc2cccc(C(=O)Nc3nnc(-c4ccc5c(c4)OCCO5)o3)c2)cc1	55
Cn1nccc1C(=O)Nc1nc(-c2cccnc2)cs1	69
Cc1onc(-c2ccccc2)c1C(=O)NNC(=O)c1nc(-c2cccs2)no1	58
CN1C(=O)c2oc3ccc(Br)cc3c(=O)c2C1c1cccnc1 (centres undefined)	64
CN(C)c1ccc(CCNS(=O)(=O)c2cc(Cl)ccc2Cl)cc1	70
O=C(NCCn1ncc2c(N3CCN(c4ncccn4)CC3)ncnc21)c1cccs1	65
COc1ccc(S(=O)(=O)N2CCN(c3cccc(Cl)c3)CC2)cc1[N+](=O)[O-]	58
COc1ccc(OC)c(NC(=O)CSc2nnc(NC(=O)C3CC3)s2)c1	56
CCCCn1c(CNC(=O)c2ccc(OC)cc2)nnc1SCC(=O)N1CCN(c2ccccc2)CC1	60
O=S(=O)(CCSc1ncccn1)c1ccc(F)cc1	54
COc1ccc(Cl)cc1C(=O)NCC(c1ccc(N(C)C)cc1)N1CCN(C)CC1 (centres undefined)	58
CCOc1ccccc1-c1noc(CSc2nc3cc(-c4ccccc4)sc3c(=O)n2C)n1	60
CC(C)CC(C(=O)N1CCOCCN(C(=O)C(CC(C)C)N2C(=O)c3ccccc3C2=O)CCOCC1)N1C(=O)c2ccccc2C1=O (centres undefined)	67

In the list so far, these have an NH in an aromatic ring:
SMILES	RMI-FANCM inh
CCOc1ccc2[nH]c(=O)c(C=O)cc2c1	56
O=c1[nH]c(SCc2cccc(F)c2)nc2c1cnn2-c1cccc(Cl)c1	66

(next part)
SMILES	RMI-FANCM inh
O=C(Cc1cccc2ccccc12)NCc1nnnn1-c1ccc(F)cc1	57
COC(=O)c1ccc(CSc2nnc(CCc3c(C)[nH]c(=O)[nH]c3=O)o2)o1	64
Cc1cc(NC(=O)c2ccc3ncsc3c2)n(C(C)C)n1	66
CCc1ccc(C)nc1NC(=O)c1snnc1C	60
Cc1ccc(S(=O)(=O)N2CCCCC2CC(=O)Nc2ccc(Br)cc2F)cc1 (centres undefined)	60
CNC(C)C1CC2CCC1C2 (centres undefined)	64
Cc1ccc(S(=O)(=O)N(C)c2ccc(OCC(=O)N3CCOCC3)cc2)cc1	57
CCOC(=O)C1CN(C2CCCCC2)C(=O)C1=O (centres undefined)	56
O=C(Cc1cccs1)NCCN1CCN(c2ccccc2)CC1	65
COc1ccc(-c2cc3c(SCC(=O)Nc4cccc(SC)c4)nccn3n2)cc1	123
Cc1ccc(C(C)NC(=O)C(C)(C)C)c(C)c1 (centres undefined)	56
Cc1cccc(S(=O)(=O)NCCc2csc3nc(-c4ccccc4C)nn23)c1	60
CNC(=O)Oc1ccc2c(c1)[C@]1(C)CCN(C)C1N2C (some centres undefined)	63
Cc1ccc(N2CC(NC(=O)N3CCN(c4ccc([N+](=O)[O-])cc4)CC3)CC2=O)cc1C (centres undefined)	68
COc1ccc(C)cc1NC(=O)c1cc(-c2ccccc2)nc2c1c(C)nn2C1CCS(=O)(=O)C1 (centres undefined)	73
O=S(=O)(Nc1cccc(-c2cn3c(n2)SCC3)c1)c1ccccc1F	73
Cn1c(CSc2ccnc3cc(Cl)ccc23)nnc1SCC(=O)N1CCN(c2ccccc2)CC1	51
COC(=O)c1cc(=O)nc(N)s1	54
CCOC(=O)N1CCC(NS(=O)(=O)CCCOc2ccc(F)cc2)CC1	64
C(=C\c1c[nH]c2ccccc12)/c1ccccc1	65
O=C(Nc1ccc(F)cc1F)c1ccc(=O)n(Cc2cccc(F)c2)n1	59
O=S(=O)(c1ccc(Cl)cc1)N1CCN=C1SCc1ccc(Cl)cc1Cl	57
Cc1ccc(S(=O)(=O)Nc2ccnn2C)cc1	53
Cc1ccc(N2C(=O)N(CC(=O)N3CCCCC3C)c3ccccc3S2(=O)=O)cc1 (centres undefined)	62
COc1cc(C(=O)N(c2ccc(C)c(C)c2)C2C=CS(=O)(=O)C2)cc(OC)c1OC (centres undefined)	59
O=c1oc2cc(O)ccc2s1	55
O=c1[nH]c2ccccc2nc1-c1cc(Cl)ccc1NS(=O)(=O)c1ccccc1	65
C=CCN1C(=O)C(C)(C)COc2cc(NS(=O)(=O)Cc3ccc(Cl)cc3)ccc21	64
O=C(Nc1cccc(-c2nc3ccccc3[nH]2)c1)c1sc2ccccc2c1Cl	78
COc1ccccc1C(=O)NCCn1cc(SCc2ccc(C(F)(F)F)cc2)c2ccccc21	59
Cc1ccccc1-n1c(Cn2c(=O)sc3ccccc32)nnc1SCC(=O)Nc1nccs1	70
O[C@@H]1[C@@H](O)C=C2CCN3Cc4cc5c(cc4[C@H]1C23)OCO5 (some centres undefined)	54
Cc1cc(C)cc(OCCNS(=O)(=O)c2ccc(F)cc2)c1	62
N#C/C(=C\NCc1cc(C(F)(F)F)cc(C(F)(F)F)c1)S(=O)(=O)c1ccc(Cl)cc1	65
COC(=O)c1ccccc1NC(=O)CSc1nc2sc(C)cc2c(=O)n1Cc1ccco1	55
Cc1nc(C(N)=S)cs1	54
CCCNC(=S)N=C(N)N1CCOCC1	52
COC(=O)Cn1c(=NC(=O)CCCS(=O)(=O)Cc2ccccc2)sc2cc(F)cc(F)c21	73
Nc1ncc(Cc2ccc(F)cc2)s1	65
Cc1c(S(=O)(=O)CCNC(=O)NCc2ccccc2)c2ccccc2n1Cc1ccccc1	61
CCOC(CC(=O)NN)OCC	61
NC(=O)c1cnn2c1NCC=C2c1cccc(C(F)(F)F)c1	51
Clc1cc2[nH]cc(-c3nnnn3-c3ccccc3)c2cc1Cl	60
CCc1nnsc1C(=O)Nc1ccc(C)cc1	55
CCOC(=O)N1CCN(C(=O)C2CCCN(c3ccc(-c4ccco4)nn3)C2)CC1 (centres undefined)	61
Cc1ccc(Cl)c2sc(N(Cc3cccnc3)C(=O)c3ccnn3C)nc12	91
Cc1c(Cl)ccc2sc(NCc3ccccn3)nc12	63
CCCS(=O)(=O)N1CCCc2cc(NS(=O)(=O)c3cc(C)c(OCC)c(C)c3)ccc21	73
C=CCn1c(CCN2C(=O)c3cccc4cccc(c34)C2=O)nnc1SCc1ccc(C(=O)OC)cc1	57
CC(C)(C)c1ccc(C(=O)Nc2ccc(Oc3cccnc3)nc2)cc1	63
O=C(c1ccc(F)cc1F)N1CCC(c2nnc(-c3ccc(F)cc3)o2)CC1	61
O=C(/C=C/c1cccs1)Nc1nnc(-c2ccc3c(c2)OCO3)o1	81
Nc1c(-c2ccccc2)sc2nc(-c3ccccc3)cc[n+]12	11*
Cn1nc(C(=O)Nc2cc(Cl)ccc2Cl)ccc1=O	61
Cc1ccc2scc(N3CCOCC3)c(=O)c2c1	60
COc1ccc(-c2cn3c(CC(=O)Nc4cccc(C)c4)csc3n2)cc1	65
CCO/N=C/c1nn(S(C)(=O)=O)cc1Br	58
O=C(Nc1nc(-c2ccccc2)ns1)c1cccc(Br)c1	72
CC1Cc2ccccc2N1C(=O)C1CCN(c2ccc(-c3ccco3)nn2)CC1 (centres undefined)	61
CCC(=O)c1c(O)cc(O)cc1O	61
(list continues)
SMILES	RMI-FANCM inh
N#CC(C#N)=Cc1cn(CCC(=O)O)nc1-c1cccc(Br)c1	58
CCOc1ccc(NC(=O)CC(NCc2cccnc2)C(=O)O)c([N+](=O)[O-])c1 (centres undefined)	53
O=C(O)CCC(=O)Nc1ccc(N=Cc2ccc([N+](=O)[O-])cc2)cc1	59
CCN(CC)C(=O)Nc1ccc(NC(C)=O)cc1	55
Cc1nc(SCc2ccccc2F)[nH]c(=O)c1CC(=O)O	65
CC(=O)OCC1=C(C(=O)O)N2C(=O)[C@@H](NC(=O)Cc3cccs3)[C@H]2SC1	56&46&54
Cc1nc(-c2ccccc2)sc1C(=O)Nc1ccc(-c2ccc3nncn3n2)cc1	76
Cc1ccc(-n2ncc3c(C4CC4)nn(CC(=O)N4CCOCC4)c(=O)c32)c(C)c1	64
O=C(CSc1nc(-c2cccc([N+](=O)[O-])c2)cs1)N1CCCCCC1	74
O=C(NCCc1ccc(N2CCCC2)cc1)C(=O)Nc1ccc(OC(F)(F)F)cc1	76
Cc1ccc([N+](=O)[O-])cc1S(=O)(=O)N1CCC(C(N)=O)CC1	61
O=C(c1ccccc1F)n1sc(=O)c2ccccc21	55
COc1ccc(/C=C\C(=O)c2ccc(NC(=O)C34CC5CC(CC(C5)C3)C4)cc2)cc1	55
COc1ccc(NC(=O)NCC(c2ccc3c(c2)CCN3C)N2CCCCC2)cc1OC (centres undefined)	61
COc1ccccc1-c1nc(CSc2nc(C)c(Cc3ccccc3)c(=O)[nH]2)c(C)o1	64
O=C(CSc1nnc(NC(=O)C2CC2)s1)Nc1nccs1	82
Cc1cc(-c2nn(C)c(=O)c3ccccc23)cc(C)c1OCC(=O)NNC(=O)Nc1ccccc1	58
FC(F)(F)c1ccnc(N2CCN(C(=S)Nc3ccccc3N3CCOCC3)CC2)n1	58
O=C(NCCn1ncccc1=O)c1ccc(S(=O)(=O)N2CCCCC2)cc1	64
Cc1onc(-c2ccccc2Cl)c1C(=O)Nc1nc2c(s1)C(=O)CC(C)(C)C2	72
COC(=O)c1c(NC(=O)C23CCC(C)(C(=O)C2=O)C3(C)C)sc2c1CCCC2 (centres undefined)	55
Cc1n[nH]c(=S)n(/N=C\c2ccc(Cl)cc2)c1=O	48
CS(=O)(=O)c1ccccc1C(=O)Nc1nnc(-c2ccc(Br)s2)o1	68
CCc1nc2c(sc3cccc(F)c32)c(=O)n1CC(=O)Nc1ccc(Cl)cc1	135
COC(C)(OC)c1ccc(C#N)c(=S)[nH]1	57&56
CCOC(=O)CSc1nnc(Cc2ccc(Cl)cc2)c(=O)[nH]1	40
COc1ccc(S(=O)(=O)Nc2ccc3c(c2)CN(C(=O)c2ccccc2)CC3)c(C)c1	68
CS(=O)(=O)c1ccc(Nc2nc(CC(=O)NCc3ccccn3)cs2)cc1	61

By substructure: the entries above with a thiophene ring, fused or not
SMILES	RMI-FANCM inh
O=C(CCc1ccccc1)NCC1CCN(Cc2cccs2)CC1	72
Cc1cccc(NC(=O)N2CCCC(c3nnc(-c4cccs4)o3)C2)c1 (centres undefined)	61
O=C(/C=C/c1cccs1)Nc1nnc(-c2cccs2)o1	62
O=C(CNC(=O)C1Cc2ccc(Cl)cc2C(=O)O1)c1cccs1 (centres undefined)	63
O=c1c2scc(-c3ccccc3)c2ncn1Cc1ccccc1F	65
O=C(CC1CCCCN1S(=O)(=O)c1cccs1)Nc1ccccc1C(F)(F)F (centres undefined)	67
Cc1onc(-c2ccccc2)c1C(=O)NNC(=O)c1nc(-c2cccs2)no1	58
O=C(NCCn1ncc2c(N3CCN(c4ncccn4)CC3)ncnc21)c1cccs1	65
CCOc1ccccc1-c1noc(CSc2nc3cc(-c4ccccc4)sc3c(=O)n2C)n1	60
O=C(Cc1cccs1)NCCN1CCN(c2ccccc2)CC1	65
O=C(Nc1cccc(-c2nc3ccccc3[nH]2)c1)c1sc2ccccc2c1Cl	78
COC(=O)c1ccccc1NC(=O)CSc1nc2sc(C)cc2c(=O)n1Cc1ccco1	55
O=C(/C=C/c1cccs1)Nc1nnc(-c2ccc3c(c2)OCO3)o1	81
CC(=O)OCC1=C(C(=O)O)N2C(=O)[C@@H](NC(=O)Cc3cccs3)[C@H]2SC1	56&46&54
COC(=O)c1c(NC(=O)C23CCC(C)(C(=O)C2=O)C3(C)C)sc2c1CCCC2 (centres undefined)	55
CS(=O)(=O)c1ccccc1C(=O)Nc1nnc(-c2ccc(Br)s2)o1	68
CCc1nc2c(sc3cccc(F)c32)c(=O)n1CC(=O)Nc1ccc(Cl)cc1	135

The list is partial (hit frequency here may not be typical).
